Screens (PubChem BioAssay)
RXFP1 antagonist: RXFP1 (human) relaxin receptor antagonism; HEK293-RXFP1, relaxin-stimulated cAMP HTRF, 30 min; active compounds read low; activity change, negative = inhibition, % at 57.5 µM; actives 0.59% (n = 350,000); AID 1259400;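 active = activity change of -60% or lower, but not beyond a set lower limit; inconclusive = change between -60% and -40%, or beyond the set limit; inactive = change above -40%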; note: % is set by controls: 0 for no effect and ±100 for the full control effect
Target sequence (Q9HBX9 whole entry, looked up): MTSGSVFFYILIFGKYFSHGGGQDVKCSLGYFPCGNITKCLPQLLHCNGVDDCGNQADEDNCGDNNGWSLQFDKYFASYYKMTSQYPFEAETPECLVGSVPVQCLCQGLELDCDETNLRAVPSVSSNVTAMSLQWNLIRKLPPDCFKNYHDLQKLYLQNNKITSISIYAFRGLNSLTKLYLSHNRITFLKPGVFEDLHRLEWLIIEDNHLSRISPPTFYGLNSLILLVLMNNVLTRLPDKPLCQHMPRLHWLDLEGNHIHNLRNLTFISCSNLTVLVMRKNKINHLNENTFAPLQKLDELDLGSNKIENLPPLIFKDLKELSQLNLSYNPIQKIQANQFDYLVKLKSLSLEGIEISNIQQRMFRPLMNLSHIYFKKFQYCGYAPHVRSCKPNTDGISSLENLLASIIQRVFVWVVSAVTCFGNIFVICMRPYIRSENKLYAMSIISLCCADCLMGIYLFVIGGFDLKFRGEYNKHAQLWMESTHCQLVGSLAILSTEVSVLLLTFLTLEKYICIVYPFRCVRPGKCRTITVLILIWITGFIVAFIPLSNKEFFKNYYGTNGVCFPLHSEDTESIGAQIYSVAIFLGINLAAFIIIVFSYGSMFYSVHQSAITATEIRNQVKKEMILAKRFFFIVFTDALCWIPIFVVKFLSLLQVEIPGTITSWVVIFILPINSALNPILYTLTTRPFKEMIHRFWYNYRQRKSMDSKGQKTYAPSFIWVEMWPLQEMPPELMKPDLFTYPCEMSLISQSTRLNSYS
TRHR agonist: agonists of human TRH receptor; AID 493084; TRHR cells, calcium flux fluo-8, FDSS agonist mode; actives 0.18% (n = 360,000); P34981; activation, % at 2 µM; note: 0% is about no effect
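Agonist-mode FDSS calcium read (Ex 480/Em 530, 1 s cycles) in 1536-well TRHR cells with fluo-8 dye, after 10-cycle baseline and 23 nL compound addition; TRH at EC20 (10 nM final) added afterwards for the enhancer phase.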
D2 agonist: D2 dopamine receptor (human) agonism; actives 0.53% (n = 340,000); P14416; AID 485358; activation, % at 2 µM; HEK293 T-REx D2 cells, calcium flux agonist mode;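 active = activation over 3 SD above normal in the single-dose calcium agonist read, cut at about 30% in these data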; note: 0% is about no effect
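Tetracycline-induced HEK293 Trex cells with D2 receptor force-coupled to calcium signaling, plated overnight at 30 C and loaded with no-wash calcium dye. Calcium flux read kinetically for 180 s after compound addition; responses flag agonists.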
D1 ag: activates the human D1 dopamine receptor; P21728; HEK293 T-REx D1 cells, calcium flux, agonist mode; AID 504660; activation, % at 2 µM; actives 1% (n = 360,000); note: 0% is about no effect
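Tetracycline-induced HEK293 TREx D1 cells, force-coupled to calcium signalling, were dye-loaded with a no-wash calcium kit. Compound was pin-added after a 10 s baseline. Fluorescence was read kinetically at 1 cycle/s for 180 s, with calcium rises flagged as agonism.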
D1 antag: human D1 dopamine receptor antagonism | HEK293 TREx D1 cells, calcium flux, dopamine EC80; active compounds read low | activity change, negative = inhibition, % at 10 µM | P21728 | actives 3.2% (n = 360,000); in the data active = activity change below about -30%; note: % is set by controls: 0 for no effect and ±100 for the full control effect
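After overnight tetracycline induction at 30 C, force-coupled D1 HEK293 cells took up a no-wash calcium dye at room temperature. Compounds were added and monitored 180 s, and the response to EC80 dopamine was then recorded.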
D2 antagonist: antagonists of human D2 dopamine receptor; actives 2% (n = 340,000); HEK293 TREx D2 cells, calcium flux, dopamine EC80; inhibition, % at 10 µM; in the data active = inhibition above about 30%; note: 0% is about no effect
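HEK293 T-REx D2 cells, tet-induced, calcium dye no-wash. Cpd pintool add, 180 s kinetic, then EC80 DA, 180 s kinetic. Ca flux read.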
TRHR PAM: allosterically enhances the human TRH receptor; P34981; TRHR cells, fluo-8 calcium fluorescence, EC20 TRH enhancement; enhancement, % at 2 µM; actives 0.66% (n = 360,000); in the data active = enhancement above about 30%; note: 0% is about no effect
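Enhancer read-out: after compound pinning and an initial kinetic agonist-mode read, an EC20 of TRH (10 nM final) was injected and fluo-8 calcium signal (Ex 480/Em 530) followed at 1 s/cycle for 100 cycles in TRHR-expressing cells.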
D2 potentiator: positive allosteric modulators of human D2 dopamine receptor. actives 0.34% (n = 340,000). potentiation, % at 10 µM. HEK293 T-REx D2, calcium flux, EC20 dopamine potentiation;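 active = potentiation over 3 SD above the plate norm, cut at about 30% in these data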; note: 0% is about no effect
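Potentiation of an EC20 dopamine calcium response is measured in a force-coupled, tetracycline-inducible Hek293 Trex D2 line. Compound-only kinetic reads over 180 s flag agonists before dopamine addition.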
D1 potentiator: potentiators of human D1 dopamine receptor | HEK293 TREx D1 cells, calcium flux, dopamine EC20 potentiation | potentiation, % at 10 µM | actives 0.036% (n = 360,000); in the data active = potentiation above about 30%; note: 0% is about no effect
Active calls of the source: *; ? = inconclusive; · = no result given. Cut-off read from the data, not from the text of the source, unless noted: active = activation above about 30%; inactive = the rest.

SMILES	RXFP1 antagonist	TRHR agonist	D2 agonist	D1 ag	D1 antag	D2 antagonist	TRHR PAM	D2 potentiator	D1 potentiator
O=C(CCC(=O)N1CCCC1)N1CCCC1	2	-1.2	-0.4	3	3	19	-2	-3	-3
CCCCSc1nnc(NC(=O)CCc2ccccc2)s1	3	-0.8	-0.1	2	-14	-4	15	8	-4
CCOc1ccccc1N1CCN(S(=O)(=O)c2ccc(F)c(F)c2)CC1	3	-0.3	0.1	2	16	17	-5	5	-5
Nc1c(N(CCC2=CCCCC2)C(=O)c2ccco2)c(=O)[nH]c(=O)n1Cc1ccccc1	-15	-0.4	-0.5	4	4	10	15	-7	-5
COc1ccc(-n2nnnc2SCC(=O)N2CCOCC2)cc1	·	0.1	0.8	2	31	-22	2	0	0
O=C(Nc1ccc(Cl)cc1)C1CCC(=O)N1Cc1ccccc1Cl (centres undefined)	-1	-0.7	-0.5	10	-7	13	7	6	-7
Cc1cccc(NNC(N)=S)c1	-4	-0.4	-0.6	1	-7	1	3	-1	0
Cn1c(NCCO)nc2c(c1=O)C1(CCCCC1)Cc1ccccc1-2	·	1.1	1.8	3	7	68*	-1	-8	2
COc1cccc(NC(=O)CN2C(=O)CSc3nc(C)cc(C)c32)c1	-2	0.3	0.0	2	-10	-10	-2	6	-4
O=C1OCCC1Sc1nc2ccccc2c(=O)n1Cc1ccc(F)cc1 (centres undefined)	-10	-0.2	-1.2	1	-2	-6	-12	0	-4

Some values from the results shown:
D1 ag with O=C(CCC(=O)N1CCCC1)N1CCCC1 : 3
D1 potentiator with Cn1c(NCCO)nc2c(c1=O)C1(CCCCC1)Cc1ccccc1-2 : 2

The listing picks up, starting 3 compounds before the break.
SMILES	RXFP1 antagonist	TRHR agonist	D2 agonist	D1 ag	D1 antag	D2 antagonist	TRHR PAM	D2 potentiator	D1 potentiator
Cn1c(NCCO)nc2c(c1=O)C1(CCCCC1)Cc1ccccc1-2	·	1.1	1.8	3	7	68*	-1	-8	2
COc1cccc(NC(=O)CN2C(=O)CSc3nc(C)cc(C)c32)c1	-2	0.3	0.0	2	-10	-10	-2	6	-4
O=C1OCCC1Sc1nc2ccccc2c(=O)n1Cc1ccc(F)cc1 (centres undefined)	-10	-0.2	-1.2	1	-2	-6	-12	0	-4
CN(C)S(=O)(=O)c1cccc(NC(=O)CSc2nncn2C)c1	9	0.0	-1.1	1	6	5	0	12	-3
C=CCn1c(CC(=O)OC)csc1=Nc1ccc(C(C)=O)cc1	-33	-0.3	-0.6	3	-27	2	-4	-5	-4
CCOC(=O)c1ccc(NC(=O)Cn2c(=O)cc(C)c3c(C)nn(-c4ccc(CC)cc4)c32)cc1	·	0.6	0.2	3	-6	·	3	-4	-2
CC(C)(C)c1ccc(S(=O)(=O)N(CCCN2CCOCC2)Cc2cccs2)cc1	?	-0.9	-2.1	9	-33*	-14	0	-19	-15
CCCC1S/C(=N/N=C/c2ccc(C)cc2)N(Cc2ccc(OC)cc2)C1=O (centres undefined)	1	-0.2	-0.9	6	2	11	7	2	3
O=C(c1n[nH]c2ccccc12)N1CCCCC1	-3	-0.2	·	3	10	·	-6	·	0
COc1ccc(NC(=O)Cn2cnc3sc(C)c(S(=O)(=O)N4CCOCC4)c3c2=O)cc1Cl	0	-0.1	-0.7	4	1	7	-2	-10	-7
CC(C)c1ccc(C2C3=C(CC(c4ccco4)CC3=O)Nc3nc(C(F)(F)F)nn32)cc1 (centres undefined)	·	-1.3	·	7	0	·	0	·	-4
Cc1ccc(C(=O)NC(C)C2CCCO2)o1 (centres undefined)	-1	0.0	·	8	-11	·	0	·	-10
Cc1nc2ncnn2c(C)c1Cc1ccc(Cl)cc1F	·	0.1	0.1	-2	-6	-2	-2	-6	-4
CCOc1cc(C2NC(=O)c3c(sc4c3CCN(C)C4)N2)ccc1OC(=O)c1ccc(F)cc1 (centres undefined)	-2	2.0	0.6	8	-23	·	-7	-5	-1
O=C(O)c1cc(NCc2ccc(F)cc2)ccc1N1CCOCC1	-5	0.5	1.4	1	-5	12	17	4	-7
COc1ccc(S(=O)(=O)N(C)C)cc1NCC(=O)Nc1cccc(C#N)c1	6	0.2	-3.6	4	-18	13	-1	-14	-4
Cc1ccc2cc(C)c3nnc(SCC(=O)N4CCCc5ccccc54)n3c2c1C	·	-0.8	-1.0	5	2	-2	11	17	-6
COc1ccc(-c2nc(CN3CCC(c4ccccc4)CC3)c(C)o2)cc1OC	-5	-0.1	-1.0	-1	4	44*	2	-23	-4
CN1CCN(/N=C/c2c3ccccc3c(Cl)c3ccccc23)CC1	?	0.9	3.2	9	-9	-11	6	8	-1
O=C(COc1ccc2ccccc2c1Br)Nc1cccnc1	-15	-0.7	-0.8	12	-42*	13	-8	-9	-10
Cc1cc(NC(=O)COc2ccccc2C)ccc1NC(=O)c1ccco1	-29	-0.1	0.0	1	-12	15	3	16	-5
C1=CC(c2cc3ccccc3o2)OC(CCc2ccccc2)C1 (centres undefined)	·	0.2	-1.0	8	21	-6	1	-11	3
O=C(CSc1nccn1C1CCCC1)Nc1cccc(F)c1	3	-0.2	·	1	-2	·	-1	9	-1
O=C(NS(=O)(=O)Oc1ccc(Cl)cc1)OC[C@@H]1CCCN2CCCC[C@H]12	13	0.6	·	1	7	·	-2	0	-4
O=[N+]([O-])c1ccc(-c2nc(-c3cccs3)c(-c3cccs3)[nH]2)cc1	-28	-0.5	8.4	38*	-11	9	3	-14	-2
Cc1cc(C)c2c(c1)NC(=O)C2(O)c1c[nH]c2ccccc12 (centres undefined)	·	1.3	·	-1	7	·	0	-3	-5
CCOC(=O)N1CCc2c(sc(NCc3cccs3)c2C(=O)Nc2cc(Cl)ccc2OC)C1	?	0.3	0.7	2	-1	·	-4	10	-6
COc1ccccc1NS(=O)(=O)c1ccc(Cl)c(NC(=S)NC(=O)C2CCCC2)c1	-3	0.1	0.0	2	-9	-7	13	18	-3
CN(C)/C=C/C(=O)c1ccc(-c2ccc(Cl)cc2Cl)o1	-22	-1.1	0.4	1	33	-4	0	-3	-2
COc1cccc(CC(=O)OCC(=O)NC(=O)c2ccc(OC(F)F)cc2)c1	8	-0.6	-0.1	9	-8	26	-1	16	1
CN(C(=O)COc1cc(=O)n(C)c2ccccc12)c1cccc(Cl)c1	11	0.5	-0.2	1	4	1	2	7	·
COC(=O)Nc1ccc(C)cc1NC(=O)OC	9	0.5	0.9	0	9	-9	2	-5	-5
C(=N\n1cnnc1)/c1cn(Cc2ccccc2)c2ccccc12	-2	-0.2	-0.3	2	-3	14	-6	14	-3
CCOc1ccc(S(=O)(=O)NC(=O)c2ccccc2)cc1	-7	-0.3	0.1	2	2	12	-2	-1	-6
Cc1oc(-c2cccc(Br)c2)nc1Cn1c(=O)cc(-c2ccccc2)c2c(C)nn(C)c21	-9	0.2	-0.8	1	12	·	10	9	-2
CSCC[C@H](NC(=O)[C@@H]1CSC2c3ccccc3C(=O)N21)C(=O)NCc1ccco1 (some centres undefined)	9	0.9	-0.2	2	-12	-22	2	0	-4
CC(C)Nc1ncnc2c1cnn2-c1ccc(Cl)cc1	·	1.9	0.1	0	-21	-4	55*	-14	-8
O=C(Cn1cnc2ccccc2c1=O)Nc1cccc(S(=O)(=O)N2CCCCC2)c1	-1	0.8	-1.4	1	-9	16	0	15	-13
Cc1cc(C)c(S(=O)(=O)NCc2ccccn2)cc1C	3	-0.1	-0.7	3	8	-34	-3	4	-3
O=[N+]([O-])c1ccc(N2CCN(c3ccccc3O)CC2)cc1	-33	0.0	·	3	-8	·	1	·	-4
CCOC(=O)N1CCN(C(=O)/C=C/c2c(C)nn(-c3ccc(F)cc3)c2Cl)CC1	-5	-0.1	-1.1	2	-6	10	-1	14	2
O=C(NC1CCCCC1)C1c2ccccc2C(=O)N1Cc1ccco1 (centres undefined)	-14	0.0	-0.2	2	1	-6	-2	0	-2
COc1ccc(C=Nc2cccc3c(=O)[nH][nH]c(=O)c23)c2ccccc12	-4	0.0	-0.1	1	9	13	1	14	-3

Two records picked at random from the list so far, as already listed:
SMILES	RXFP1 antagonist	TRHR agonist	D2 agonist	D1 ag	D1 antag	D2 antagonist	TRHR PAM	D2 potentiator	D1 potentiator
CSCC[C@H](NC(=O)[C@@H]1CSC2c3ccccc3C(=O)N21)C(=O)NCc1ccco1 (some centres undefined)	9	0.9	-0.2	2	-12	-22	2	0	-4
COc1ccc(C=Nc2cccc3c(=O)[nH][nH]c(=O)c23)c2ccccc12	-4	0.0	-0.1	1	9	13	1	14	-3

Remaining list, next part:
SMILES	RXFP1 antagonist	TRHR agonist	D2 agonist	D1 ag	D1 antag	D2 antagonist	TRHR PAM	D2 potentiator	D1 potentiator
O=C(O)CSc1nnc(COc2cccc3cccnc23)n1-c1ccc(Cl)cc1	-3	-0.2	-0.2	2	-20	5	-3	3	1
COC(=O)Cn1ncc2c3ccccc3n(Cc3ccccc3)c2c1=O	-7	-0.1	-0.4	-1	6	5	2	5	2
CN1CCN(S(=O)(=O)c2ccc(Br)s2)CC1	-6	0.0	0.0	-1	9	-3	4	-3	0
CN1/C(=C\C=Nc2ccc3ccccc3c2)C(C)(C)c2ccccc21	·	1.5	2.3	8	14	4	-2	-13	11
O=C(O)COc1ccc(=O)n(-c2ccccc2)n1	-3	0.2	-0.7	-2	·	-3	14	9	-1
Cc1ccccc1C1c2[nH]c3ccccc3c2C[C@H]2C(=O)N(C3CC3)CC(=O)N12 (some centres undefined)	-20	-0.5	0.4	2	1	9	-2	-1	1
Nc1c2c(nc3c1CCCC3)CCCC2 (tested in a mixture with another compound)	-37	0.6	0.9	2	-1	-1	2	3	-3
CSc1nc2sc3c(c2c(=O)n1-c1ccc(C)c(Cl)c1)CCN(C(C)=O)C3	·	0.5	-1.5	0	-10	·	-1	11	1
